Assay outcomes: PubChem BioAssay, several laboratories
M1 agonist: activates the M1 muscarinic receptor; AID 626; CHO-M1 cells, Fluo-4 calcium fluorescence, agonist mode; stronger effect = higher value; B-score at 10 µM; 3% of 64,000 active;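 active means fluorescence rise, raw or as B-score row- and column-corrected plate score, outside the 99.7% band of its plate's samples, either direction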
Jurkat viability: cytotoxicity toward Jurkat cells. Jurkat E6.1 viability, ATP luminescence, 48 h. inhibition, % at 4 µM. 1.2% of 56,000 active;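 active means inhibition above the mean inhibition of all tested compounds plus 3 SD, cut at about 28% in these data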
M1 antag: M1 muscarinic receptor (rat) antagonism | P08482 | CHO-M1 cells, Fluo-4 calcium, ACh EC80 antagonist mode; stronger effect = lower value | B-score at 10 µM | 3.4% of 64,000 active;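 active means calcium fluorescence response, raw or row-and-column corrected B-score, differing from the plate sample mean either way at a set confidence level, mostly lower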
Target sequence (P08482 whole entry, looked up): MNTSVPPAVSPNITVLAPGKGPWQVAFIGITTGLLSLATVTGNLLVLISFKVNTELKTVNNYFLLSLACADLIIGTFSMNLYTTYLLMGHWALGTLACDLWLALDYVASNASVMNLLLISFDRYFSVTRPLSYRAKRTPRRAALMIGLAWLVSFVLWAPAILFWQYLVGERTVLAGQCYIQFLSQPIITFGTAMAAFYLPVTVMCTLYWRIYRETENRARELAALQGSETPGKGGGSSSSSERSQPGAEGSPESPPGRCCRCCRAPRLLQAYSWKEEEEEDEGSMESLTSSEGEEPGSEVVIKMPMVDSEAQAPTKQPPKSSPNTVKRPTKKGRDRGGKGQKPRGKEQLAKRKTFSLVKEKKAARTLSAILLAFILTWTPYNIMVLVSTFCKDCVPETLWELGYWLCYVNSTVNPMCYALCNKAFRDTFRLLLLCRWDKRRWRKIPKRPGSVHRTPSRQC
NADH coupling: inhibition of NAD/NADH coupling enzymes, library profiling | coupled PK/LDH NADH assays, four targets | IC50, µM (top dose mostly 10 µM), without a hit: at the highest dose inhibition | 0.02% of 65,000 active | AID 774;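 active means single-dose screening hits from any of four coupled enzyme assays that gave an IC50 when retested across doses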;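 further: the DPM-DC format reads NADH fluorescence rather than 340 nm absorbance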
Ecoli tolC: blocks growth of E. coli BW25113 tolC mutant. OD615. growth inhibition, % at 10 µM (by protocol). 2.2% of 65,000 active. AID 573;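 active means growth inhibition at or above a cutoff equal to the mean over every tested compound plus 3 SD, cut at about 60% in these data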;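 further: growth measured after 20 h incubation at 37 °C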
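System: E. coli ΔtolC::kan strain BW25113; Buffer or medium: LB broth supplemented with 50 µg/mL kanamycin; Compound: 10 µM final, single dose; Incubation: bacterial growth with compound for 20 h at 37 °C; Signal: A615 absorbance measurement; Evaluation: growth inhibition in percent.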
TNAP act DEA: human TNAP activation, intermediate phosphate acceptor | P05186 | purified TNAP, CDP-star luminescence, 100 mM DEA, 30 min; stronger effect = higher value; scale: 0 levamisole-inhibited, 1 vehicle-only enzyme | activation factor at 20 µM | 64,000 tested, under 10 active;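 active means activation factor of at least 2 at 20 µM, relative to controls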
HEK293 NFkB inh: lowers PMA/ionomycin-induced NF-kB signal in HEK293 cells | HEK-293 NF-kB luciferase reporter, luminescence | inhibition, % at 3 µM | 0.21% of 62,000 active | AID 465;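 active means inhibition above the mean of all tested compounds plus 3 SD, cut at about 40% in these data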;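 further: 0% = stimulated DMSO wells and 100% = 10 µM reference inhibitor 5653914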
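Reagent: PMA plus ionomycin mix as NF-kB-activating stimulus. Assay system: NF-kB luciferase reporter HEK-293 cells. Technique: luminescence from luciferase substrate reagent. Incubation: 1 h compound pre-incubation, 16 h PMA/ionomycin at 37 °C. Benchmarks: DMSO only as uninhibited control, 10 µM reference inhibitor as full inhibition. Repeats: tested once.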
SF1 activator: activates the human nuclear receptor SF-1. CHO-K1 Gal4-SF-1 LBD luciferase reporter; % increase over DMSO SF-1-specific signal. 1.9% of 65,000 active. AID 522. activation, % at 10 µM. Q13285;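 active means activation above the mean activation of all tested compounds plus 3 SD, cut at about 50% in these data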
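material = CHO-K1 cells with Gal4–hSF-1 LBD chimera plus Gal4-driven luciferase | compound = 10 µM single point, 1% DMSO | incubation = 20 h compound exposure at 37 °C after 1 h cell settling | measured by = SteadyLite luciferase luminescence | evaluation = percent activation relative to DMSO median and mock-transfected background | control set = DMSO negative control and −SF1 background wells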
D1 allo mod: allosterically modulates the human D1 dopamine receptor. 5.9% of 58,000 active. P21728. B-score at 10 µM. HEK293 D1, CRE-luciferase, dopamine EC30 potentiation; actives deviate in either direction;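 active means luminescence count or its row- and column-corrected plate score outside the 99.7% band of the plate's sample wells, on either side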
Target sequence (P21728 whole entry, looked up): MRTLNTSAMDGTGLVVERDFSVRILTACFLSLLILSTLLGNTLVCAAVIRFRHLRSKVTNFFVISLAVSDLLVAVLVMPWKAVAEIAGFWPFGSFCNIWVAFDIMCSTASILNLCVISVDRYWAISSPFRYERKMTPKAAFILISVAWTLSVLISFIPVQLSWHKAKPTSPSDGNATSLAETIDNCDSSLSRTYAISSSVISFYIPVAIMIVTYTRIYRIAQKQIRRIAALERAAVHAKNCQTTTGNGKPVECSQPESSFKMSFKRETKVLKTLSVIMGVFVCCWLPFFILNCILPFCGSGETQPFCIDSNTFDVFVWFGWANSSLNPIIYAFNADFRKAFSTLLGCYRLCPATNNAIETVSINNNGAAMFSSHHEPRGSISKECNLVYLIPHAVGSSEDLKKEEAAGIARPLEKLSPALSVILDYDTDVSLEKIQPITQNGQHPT
Starred values were filed as active, the others as inactive; · = not tested or not shown; [ ] = another dose, or the depositor's remark.

1) Cc1ccccc1OCc1nnc(SCC(=O)Nc2ccc3c(c2)oc2ccccc23)n1C
2) c1ccc(Oc2cc(-n3cccn3)ncn2)cc1
3) CCNC(=O)Nc1cc2nc(C)n(Cc3ccc(Br)cc3)c2nc1C
4) COC(=O)c1cc(COc2ccc3ccc(=O)oc3c2)c(C)o1
5) COc1cc2ccccc2cc1C(=O)Nc1ccc(S(=O)(=O)Nc2cc(C)on2)cc1
6) COc1ccc(-c2nnc(SCC(=O)Nc3cc(C)on3)n2N)cc1OC
7) COc1ccc(NS(=O)(=O)c2ccc3oc4ccccc4c3c2)cn1
8) O=C(c1cc(-c2ccccc2)on1)N1CCN(C(=O)c2ccco2)CC1

screen / no.,1,2,3,4,5,6,7,8
M1 agonist,0.95,0.0036,-0.23,0.55,·,-0.59,0.44,1.2
Jurkat viability,0,1,3,-4,0,-1,4,-5
M1 antag,0.65,0.29,0.011,-0.04,·,-0.34,-0.53,-0.58
NADH coupling,4%,1%,7%,5%[fluoresces],3%,3%,6%,4%
Ecoli tolC,-1,-6,16,4,79*,8,100*,17
TNAP act DEA,0.9,0.9,0.9,1,1,1,0.9,0.9
HEK293 NFkB inh,4,-17,8,4,14,8,3,4
SF1 activator,7,17,-8,-11,-13,-9,1,8
D1 allo mod,-0.42,1.5,0.35,0.005,·,0.85,-0.94,0.85

9) CC(C)OC(=O)CC(=O)c1sc2nc3c(cc2c1N)CN(C)CC3
10) O=C(O)c1ccn(Cn2cnc3ccccc32)n1
11) COc1ccc(C2C(C(=O)N3CCCC3)CC(=O)N2c2ccc(OC)cc2)cc1 (configuration not stated)
12) O=C(c1ccco1)N1CCN(Cc2cccc(F)c2)CC1
13) COC(=O)c1ccc(NC(=O)CN(c2ccc(OC)cc2)S(C)(=O)=O)cc1
14) C=CCn1c(SCC(=O)Nc2cccc(C)c2)nnc1-c1cnccn1
15) O=C(CCN1C(=O)c2ccccc2C1=O)N1CCC(c2ccccc2)C1 (configuration not stated)
16) Cc1nc(CC(=O)N2CCN(c3cccc(C)c3C)CC2)cs1

screen / no.,9,10,11,12,13,14,15,16
M1 agonist,7.3*,0.31,1.1,-1.1,0.077,1.4,0.13,-0.5
Jurkat viability,0,0,·,-3,-4,-13,-1,-1
M1 antag,0.055,0.0026,0.11,-0.12,-1.6,-0.094,0.28,0.079
NADH coupling,12%[fluoresces],1%,3%,5%,5%,3%,6%,7%
Ecoli tolC,1,-9,-5,-16,-13,-2,8,11
TNAP act DEA,1,0.9,1,1,1,0.9,0.9,1
HEK293 NFkB inh,13,18,14,12,-7,2,10,-4
SF1 activator,10,1,4,12,75*,-6,-6,-13
D1 allo mod,-0.31,·,0.18,-0.19,-0.2,-0.27,-0.41,-0.74

M1 agonist, hit marks shown above
item | molecule | M1 agonist | M1 antag | NADH coupling | TNAP act DEA | HEK293 NFkB inh | D1 allo mod
9 | CC(C)OC(=O)CC(=O)c1sc2nc3c(cc2c1N)CN(C)CC3 | 7.3* | 0.055 | 12%[fluoresces] | 1 | 13 | -0.31

Carrying on.
17) CC1=C(C(=O)OC(C)C)C(c2ccc(N(C)C)cc2)C2=C(CC(C)(C)CC2=O)N1 (configuration not stated)
18) CCCn1nnc(NC(=O)c2cc(Br)ccc2OC)n1
19) Cc1ccc(C)c(N2CCN(C(=O)CCS(=O)(=O)c3cccc4nonc34)CC2)c1
20) CC1(C)CC(=O)C2=C(C1)Oc1ncn(CCCn3ccnc3)c(=N)c1C2c1ccccc1 (configuration not stated)
21) O=c1[nH]c2ccc(S(=O)(=O)N3CCCCC3)cc2[nH]1
22) COc1cc2[nH]c(=O)n(CCC(=O)NCc3cccnc3)c(=O)c2cc1OC
23) CCOC(=O)N1CCN(c2c(-c3ccc(C(C)C)cc3)c(=O)c2=O)CC1
24) c1ccc(-n2nnnc2Oc2cccc3cccnc23)cc1

screen / no.,17,18,19,20,21,22,23,24
M1 agonist,0.29,-0.54,-0.083,0.24,-0.32,-0.14,1.6,-0.67
Jurkat viability,-1,4,·,-4,-1,·,0,14
M1 antag,0.17,1.2,-0.78,-0.78,-0.47,-0.0078,-0.13,0.79
NADH coupling,11%,7%,4%,2%,6%,1%,9%,1%
Ecoli tolC,14,-7,48,-3,-27,-18,-4,91*
TNAP act DEA,0.9,0.9,0.9,1.1,0.9,0.9,1,0.8
HEK293 NFkB inh,11,7,12,10,11,23,10,10
SF1 activator,4,-16,2,-8,-3,-14,0,-10
D1 allo mod,-0.22,0.46,-0.33,-1,-0.53,·,-0.29,-0.23

25) COC(=O)c1ccccc1NC(=O)Nc1nnc(N2CCCCC2C)s1 (configuration not stated)
26) CN(CC(=O)Nc1ccncc1)S(=O)(=O)c1ccccc1
27) O=C(c1cnn2cccnc12)N1CCN(Cc2ccc3c(c2)OCO3)CC1
28) CCCn1c(=O)c2ccccc2n2c(SCC(=O)/C(C#N)=C(\C)N)nnc12
29) COc1ccccc1C(OC(=O)c1cccs1)C(=O)NCc1ccco1 (configuration not stated)
30) CC(=O)c1sc(NC(=O)CN2C(=O)CCC2=O)nc1C
31) Cc1nnc(SCC(=O)NCCc2ccccc2)[nH]c1=O
32) Cc1nc2nc(Cc3ccccc3)nn2c(C)c1Cl

screen / no.,25,26,27,28,29,30,31,32
M1 agonist,-0.61,0.31,0.78,0.39,0.1,-0.6,0,0.26
Jurkat viability,-2,-5,5,2,-5,2,1,3
M1 antag,0.046,0.092,-1,-0.14,0.62,1.5,-0.93,0.24
NADH coupling,4%,3%,5%,20%,18%,5%,3%,4%
Ecoli tolC,7,2,-9,-7,13,-6,-18,-4
TNAP act DEA,1,0.8,0.9,1,0.9,·,0.9,0.9
HEK293 NFkB inh,0,12,6,6,7,5,8,19
SF1 activator,-3,0,5,-12,-6,-8,14,0
D1 allo mod,-0.14,-0.13,-0.01,0.065,-0.49,0.073,-0.051,1.1

33) Cc1ccc(OCCn2ccc(=O)[nH]c2=O)cc1C
34) CCN(CC)CCCNC(=O)c1cc(-c2ccc(Cl)c(Cl)c2)on1
35) Cc1cc2c(c(=O)n1CCCn1ccnc1)C(c1ccco1)C(C#N)=C(N)O2 (configuration not stated)
36) Oc1ccc(-c2onc(C(F)(F)F)c2-c2cscn2)c(O)c1
37) COCCN(CCOC)S(=O)(=O)c1ccc(C(=O)NCCCN2CCOCC2)cc1
38) CCOC(=O)N1CCC(NC(=O)CCC(=O)N2CC(C)Oc3ccccc32)CC1 (configuration not stated)
39) CCCc1nc2sc3c(SCC(=O)NCc4ccco4)ncnc3c2c2c1CCC2
40) Cc1cc(NC(=O)c2ccc(N(C)S(=O)(=O)c3ccccc3)cc2)no1

screen / no.,33,34,35,36,37,38,39,40
M1 agonist,0.18,-0.87,0.39,-0.9,-1.3,-0.41,-0.54,-2.6
Jurkat viability,2,-8,4,9,-6,-2,·,-2
M1 antag,0.45,-3*,-0.83,-0.19,0.53,1.2,-0.39,-1.4
NADH coupling,9%,6%,8%,2%,6%,2%,4%,3%
Ecoli tolC,-17,4,-15,19,-17,-3,24,4
TNAP act DEA,0.9,1,0.9,0.9,1,0.9,0.8,0.9
HEK293 NFkB inh,19,7,1,21,6,5,12,6
SF1 activator,2,0,-5,2,2,9,8,9
D1 allo mod,2.1,-1.1,-0.018,1.3,0.44,-0.75,5.3*,-0.63

41) COc1ccccc1N1CC(O)=C(c2nc3ccccc3c(=O)[nH]2)C1=N
42) Cc1cc2c(c(=O)o1)C1(C(=O)N(CC(=O)O)c3ccccc31)C(C#N)=C(N)O2 (configuration not stated)
43) CCC(=O)N1CCc2cc(S(=O)(=O)CCC(=O)Nc3nc(C)cs3)ccc21
44) COc1ccc(C(=O)NCCC(C)C)cc1S(=O)(=O)N1CCOCC1
45) O=C(Cn1cnc2c(cnn2-c2ccccc2)c1=O)N1CCN(c2ccc(F)cc2)CC1
46) Fc1ccc(-n2[nH]nnc2=S)cc1N1CCCC1
47) CC1Cc2cc(/C(O)=C3\C(=O)C(=O)N(CCN(C)C)C3c3ccccc3F)ccc2O1 (configuration not stated)
48) CC(=O)N1CCc2cc(S(=O)(=O)CCC(=O)O)ccc21

screen / no.,41,42,43,44,45,46,47,48
M1 agonist,0.11,18*,1.4,0.11,-0.81,-0.79,-0.12,-0.061
Jurkat viability,-6,-2,0,0,-7,·,-2,5
M1 antag,-0.063,-0.11,0.21,-0.029,-0.18,0.003,0.2,-0.47
NADH coupling,7%[may fluoresce],4%,3%,3%,7%,7%,5%,8%
Ecoli tolC,14,-21,-21,-6,-13,12,-20,-25
TNAP act DEA,0.9,0.9,0.9,0.8,0.8,0.9,0.9,1.1
HEK293 NFkB inh,21,6,-10,9,2,1,11,11
SF1 activator,-15,-13,16,22,5,-5,2,3
D1 allo mod,0.33,-0.51,0.24,·,-0.034,0.89,·,·

49) CCCCn1c(SCC(=O)Nc2ccc3c(c2)OCO3)nc2c1c(=O)n(C)c(=O)n2C
50) O=C(NCc1cccnc1)c1ccccc1Br
51) O=C(NS(=O)(=O)c1ccccc1)c1ccccc1F
52) COCC(=O)N1CCC(n2nnc3cc(F)ccc32)CC1
53) COC(=O)c1ccc(NC(=O)CSc2nnc(COc3ccccc3)n2C)cc1
54) O=C(CN1CCc2[nH]c3ccccc3c2C1)N1CCCCC1
55) O=C(CSc1nnc(-c2ccoc2)o1)N1CCOCC1
56) [N-]=[N+]=CC(=O)CC(c1ccccc1)N1C(=O)c2ccccc2C1=O (configuration not stated)

screen / no.,49,50,51,52,53,54,55,56
M1 agonist,-0.62,-0.087,0.097,0.57,-0.16,-1.1,-0.036,0.51
Jurkat viability,2,-1,-4,-1,2,·,0,9
M1 antag,0.2,0.056,-0.084,-0.081,0.42,-0.88,0.1,-0.097
NADH coupling,7%,3%,3%,13%,2%,6%,4%,4%
Ecoli tolC,-2,-13,0,-8,2,3,-17,-14
TNAP act DEA,0.9,1,1,0.9,0.9,1,0.9,0.9
HEK293 NFkB inh,0,6,8,9,10,·,-2,17
SF1 activator,2,16,-2,10,8,5,-13,4
D1 allo mod,2.4,-0.67,-0.57,·,0.11,·,1.6,0.42

Entries of single compounds, looked up by structure. Order of screens: M1 agonist | Jurkat viability | M1 antag | NADH coupling | Ecoli tolC | TNAP act DEA | HEK293 NFkB inh | SF1 activator | D1 allo mod
O=C(CSc1nnc(-c2ccoc2)o1)N1CCOCC1 across the screens: -0.036 | 0 | 0.1 | 4% | -17 | 0.9 | -2 | -13 | 1.6
COCC(=O)N1CCC(n2nnc3cc(F)ccc32)CC1 across the screens: 0.57 | -1 | -0.081 | 13% | -8 | 0.9 | 9 | 10 | ·

(more compounds)
57) CC1(C)C(C=C(Cl)Cl)C1C(=O)N1CCN(c2ccccc2)CC1 (configuration not stated)
58) O=C(NCc1ccc2c(c1)OCO2)c1cc2ncc(Br)cn2n1
59) COC(=O)Cn1c2ccccc2c2nc(C)sc21
60) CCN1CCCC1CNC(=O)c1cn(CC)c2ccc(S(=O)(=O)N3CCCCCC3)cc2c1=O (configuration not stated)

screen / no.,57,58,59,60
M1 agonist,-0.89,0.23,1.4,-0.93
Jurkat viability,1,-6,0,1
M1 antag,-1.3,1.8,0.91,-0.78
NADH coupling,14%,7%,3%,4%
Ecoli tolC,44,3,-6,-10
TNAP act DEA,0.9,0.9,0.9,0.9
HEK293 NFkB inh,11,16,17,5
SF1 activator,-15,-3,-12,-10
D1 allo mod,-1.3,0.11,-1.4,-0.09
